Assay outcomes from PubChem BioAssay.
mcGAS inh – mouse cGAS inhibition by luminescence. recombinant cGAS, Kinase-Glo ATP depletion luminescence. inhibition, % at 12.5 µM. 160,000 compounds, 0.15% hits. Q8C6L5;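 note: 0% = negative control wells and 100% = reference inhibitor with no enzyme activity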
hcGAS lum – blocks human cGAS activity; Q8N884; recombinant h-cGAS, ATP depletion, Kinase-Glo luminescence; inhibition, % at 12.5 µM; 290,000 compounds, 0.081% hits; AID 1259398;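 note: 0% = vehicle reaction and 100% = reaction without DNA for no activity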
Target sequence (Q8N884 whole entry, looked up): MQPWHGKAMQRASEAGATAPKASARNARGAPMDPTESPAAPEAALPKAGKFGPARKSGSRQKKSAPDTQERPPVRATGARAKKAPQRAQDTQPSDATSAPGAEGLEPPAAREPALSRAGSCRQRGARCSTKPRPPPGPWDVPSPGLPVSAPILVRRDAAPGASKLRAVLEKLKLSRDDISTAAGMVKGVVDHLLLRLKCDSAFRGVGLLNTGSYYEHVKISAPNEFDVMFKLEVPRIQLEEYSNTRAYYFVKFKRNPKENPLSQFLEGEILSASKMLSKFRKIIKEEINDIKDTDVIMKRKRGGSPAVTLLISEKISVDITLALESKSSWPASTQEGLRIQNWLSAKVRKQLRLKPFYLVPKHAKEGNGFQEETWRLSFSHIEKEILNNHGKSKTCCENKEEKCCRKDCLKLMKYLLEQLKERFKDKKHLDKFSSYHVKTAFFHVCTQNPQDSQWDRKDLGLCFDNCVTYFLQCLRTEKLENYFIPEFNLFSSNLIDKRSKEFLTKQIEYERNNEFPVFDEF
NPYLR7 agonist – activates Aedes aegypti NPYLR7 receptor. HEK293T NPYLR7/Galpha15, GCaMP6s calcium fluorescence. 270,000 compounds, 0.15% hits. activation, % at 10 µM. AID 1259423; in the data active = activation above about 40%;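 note: 0% = vehicle and 100% = reference agonist at the receptor; some compounds past the cut are filed as inactive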
An asterisk follows results filed as active; nt = not tested or not shown; & = joins results of further samples. Cut-off read from the data, not from the text of the source, unless noted: active = inhibition above about 40%; inactive = the rest.

1. Cc1c(-c2ccccc2)c(=O)oc2c3c(ccc12)OCN(C1CC1)C3
2. COc1ccccc1CN1CC(C(=O)NCc2cc(F)ccc2C)CCC1=O (centres undefined)
3. O=C(O)c1csc(CSc2nnc(-c3ccco3)n2-c2ccccc2F)n1
4. COc1cc(CNC(=O)NCC2CCN(Cc3cccs3)CC2)ccn1
5. CCCc1cc(=O)[nH]c(-n2nc(C)cc2NC(=O)/C=C/c2cc(OC)c(OC)c(OC)c2)n1
6. CSc1ccccc1NC(=O)Cn1nc(C(F)(F)F)c(Br)c1C
Screen / compound no.	1	2	3	4	5	6
mcGAS inh	-9	nt	nt	nt	-3	nt
hcGAS lum	-7	-7	-1	4	-2	-6
NPYLR7 agonist	-9	5	14	0	12	-1

7. CCOC(=O)N1CCC(NC(C)c2nc(-c3ccccc3C)no2)CC1 (centres undefined)
8. O=C1CC(=NC2CC2)C2(CCCCC2)O1
9. Cc1ccc(Cl)c(OC2CC3CCC(C2)N3C(=O)c2ccc(CSc3ccc(F)cc3F)cc2)c1 (centres undefined)
10. CNC(=O)C1CN(CC(=O)Nc2ccccc2C(C)=O)c2ccccc2O1 (centres undefined)
11. O=C(/C=C/c1ccccc1)N1CCN(c2nc(Cc3ccccc3)nc3onc(-c4cccc(Oc5ccccc5)c4)c23)CC1
12. CC=CC=CC(=O)OCc1cc(=O)n2cc(Br)ccc2n1
Screen / compound no.	7	8	9	10	11	12
mcGAS inh	-11	-3	-5	-16	-1	nt
hcGAS lum	-6	-5	1	-11	3	-10
NPYLR7 agonist	nt	3	13	15	1	3

13. O=c1[nH]nc(CCNc2ccccc2)n1C1CCCC1
14. CC1(Cc2ccc(OC(F)(F)F)cc2)C(=O)Nc2ccccc21 (centres undefined)
15. O=C(CSc1nnc(SCC(=O)NC2CCCCC2)s1)NC1CCCCC1
16. CCOc1ccccc1C1C2=C(CC(c3ccc(Cl)cc3)CC2=O)N=C(C)C1C#N (centres undefined)
17. CN1C[C@@H]2CC[C@H](CC1=O)N2C(=O)c1ccc2c(c1)N(C)C(=O)CO2
18. Cc1ccc(NC(=O)CC(C(=O)O)N2CCNCC2)cc1 (centres undefined)
Screen / compound no.	13	14	15	16	17	18
mcGAS inh	-8	-1	nt	5	-16	-5
hcGAS lum	-9	1	-5	3	-4	0
NPYLR7 agonist	nt	1	8	8	1	-7

Records 11 to 15, quoted:
11. O=C(/C=C/c1ccccc1)N1CCN(c2nc(Cc3ccccc3)nc3onc(-c4cccc(Oc5ccccc5)c4)c23)CC1
12. CC=CC=CC(=O)OCc1cc(=O)n2cc(Br)ccc2n1
13. O=c1[nH]nc(CCNc2ccccc2)n1C1CCCC1
14. CC1(Cc2ccc(OC(F)(F)F)cc2)C(=O)Nc2ccccc21 (centres undefined)
15. O=C(CSc1nnc(SCC(=O)NC2CCCCC2)s1)NC1CCCCC1
Screen / compound no.	11	12	13	14	15
mcGAS inh	-1	nt	-8	-1	nt
hcGAS lum	3	-10	-9	1	-5
NPYLR7 agonist	1	3	nt	1	8

Record cards, from the list above. Values in the order: mcGAS inh, hcGAS lum, NPYLR7 agonist
CN1C[C@@H]2CC[C@H](CC1=O)N2C(=O)c1ccc2c(c1)N(C)C(=O)CO2 is entered as -16, -4, 1
CC1(Cc2ccc(OC(F)(F)F)cc2)C(=O)Nc2ccccc21 (centres undefined) is entered as -1, 1, 1

Next results.
19. CNCc1cn(C2CCN(Cc3c(OC)ccc(F)c3F)CC2)nn1
20. CC1(C)CC(C=Cc2cccs2)=Nc2ccccc2S1
21. O=c1[nH]c(CNCc2ccco2)nc2sc3c(c12)CCCC3
22. COn1c2c(c3c4nonc4ccc31)CCCC2
23. CCn1ncc(S(=O)(=O)N2CCC(O)(c3ccc(C)cn3)CC2)c1C
24. N#Cc1ccccc1C(=O)N1CCN(Cc2ccc(-c3noc(-c4ccccc4)n3)cc2)CC1
Screen / compound no.	19	20	21	22	23	24
mcGAS inh	nt	nt	nt	5	-17	-7
hcGAS lum	-5	-7	0	7	-4	-11
NPYLR7 agonist	20	-2	13	3	7	nt

25. COc1ccc(CCNc2cc(=O)n3ccccc3n2)cc1
26. O=C(c1csnn1)N1CCCC(N2CCN(c3cccc(C(F)(F)F)c3)CC2)C1 (centres undefined)
27. CCN(CC)c1ccc(NC(=O)CCCn2nc(-c3cccs3)ccc2=O)c(C)c1
28. Cc1cn2cc(CNC(=O)CC3NC(=O)c4ccccc43)nc2s1 (centres undefined)
29. Cc1cc(C)n(CC(C)NCc2noc(C3CCCC3)n2)n1 (centres undefined)
30. N#CC(C(=O)c1ccc2c(c1)S(=O)(=O)c1ccccc1C2=O)c1ccc2ccccc2n1 (centres undefined)
Screen / compound no.	25	26	27	28	29	30
mcGAS inh	-7	-8	-7	-11	nt	nt
hcGAS lum	-6	-6&-2	-3	-10	-7	-5
NPYLR7 agonist	2	1&6	2	nt	17	0

31. Cc1cc(-n2ccnc(SCC(N)=O)c2=O)ccc1Br
32. COC1CCC12CCN(C(=O)CNC(C)=O)CC2 (centres undefined)
33. Cc1cc(N(C)CCCc2[nH]nc(N)c2C#N)c2ccccc2n1
34. O=C1OC2(C(=O)c3ccccc3C2=O)C(=C(O)c2ccc(Br)cc2)C1=O
35. CN(Cc1ccc2nccnc2c1)C(=O)c1ccc(OC2CCN(C(=O)C3CC3)CC2)cc1
36. CCCOC(=O)CNC(=O)c1c(Br)nn(C)c1N
Screen / compound no.	31	32	33	34	35	36
mcGAS inh	5	-5	nt	3	nt	-16
hcGAS lum	6	-11	-12	4	-9	-11
NPYLR7 agonist	7	nt	3	-1	3	7

37. CC(=O)Nc1ccc(NC(=O)c2c[nH]c(=S)n2-c2ccccc2)cc1Cl
38. CC(C)N1CCC(Nc2ccc3c(-c4ccc(F)cc4)noc3n2)CC1
39. Cc1[nH]n(-c2nc(-c3cccc([N+](=O)[O-])c3)cs2)c(=O)c1C(c1ccccc1)C(C#N)C(N)=O (centres undefined)
40. Cc1ccc(N2CC(C)Cn3c2nc2c3c(=O)n(Cc3cc(C)ccc3C)c(=O)n2C)cc1 (centres undefined)
41. Cc1nnc(SCC(=O)NCc2ccco2)c2c1cnn2-c1ccccc1
42. COc1cccc(CCNC(=O)c2ccc(-c3cc(-c4ccc5c(c4)OCCO5)n[nH]3)cc2)c1
Screen / compound no.	37	38	39	40	41	42
mcGAS inh	nt	-6	-3	-9	1	-8
hcGAS lum	-4	-9	3	-1	3	-8
NPYLR7 agonist	-3	4	0	6	-15	nt

43. CCc1cc(N2CCC(N3CCCC(O)C3)CC2)n2nc(C)c(C)c2n1 (centres undefined)
44. CC(C)C1NC(=O)N(c2ccc(Br)cc2)OC1=O (centres undefined)
45. Cc1cccc(C(=O)Nc2c(C)nc3ccccn3c2=O)c1
46. CCOc1ccc(NC(=O)C2=COCCO2)cc1OCC
47. CC(C)C(Sc1nc(=O)[nH]n1C)C(=O)NC(N)=O (centres undefined)
48. Cc1cc(N2CCC3(CCNC(=O)CC3)CC2)nc(-c2ccccc2O)n1
Screen / compound no.	43	44	45	46	47	48
mcGAS inh	-7	nt	nt	nt	nt	-16
hcGAS lum	-13	-10	-15	-7	0	-4
NPYLR7 agonist	nt	4	4	-3	3	13

49. CCc1c(C)nn(-c2ccc(C(=O)Nc3cccc(Cl)c3)cc2)c1C
50. O=C(CN1CN(c2ccccc2)C2(CCN(C(=O)Nc3cc(C(F)(F)F)cc(C(F)(F)F)c3)CC2)C1=O)NCc1ccc2c(c1)OCO2
51. O=c1cc(CSc2nnc3ccccn23)c2c(ccc3ccccc32)o1
52. CCn1c(C2CCCNC2)nn(Cc2ncccn2)c1=O (centres undefined)
53. Cc1ccc(Sc2c(C)nn(C(=O)c3cccnc3)c2C)cc1
54. CCc1cnc(CNC(=O)NC(CC)CO)s1 (centres undefined)
Screen / compound no.	49	50	51	52	53	54
mcGAS inh	-5	-4	nt	nt	nt	nt
hcGAS lum	-3	-7	-2	-7	-8	-7
NPYLR7 agonist	-10	14	5	5	-1	1

55. CCOC(=O)c1ccc(NC(=O)N2CCC3(CC2)C(=O)N(CC(=O)NCCCOC)CN3c2ccccc2)cc1
56. COc1ccc(-c2cc(C(=O)N3CCN(c4cccc(C(F)(F)F)c4)CC3)n3nc(C(C)(C)C)cc3n2)cc1
57. COc1cccnc1C(=O)N1CCOC(c2ccc(Cl)c(Cl)c2)C1 (centres undefined)
58. COc1ccc(C(=O)CSc2nnc(Cc3ccccc3)n2-c2cccc(C(F)(F)F)c2)cc1
59. NCc1cn(C2CCN(Cc3ccc(-c4ccccc4Cl)o3)CC2)nn1
60. C=CCCC(O)CN(CCN1CCOCC1)Cc1cccn1Cc1cccc(OC)c1 (centres undefined)
Screen / compound no.	55	56	57	58	59	60
mcGAS inh	-3	-8	nt	-6	-8	-9
hcGAS lum	-9	-6	0	-5	-7	-6
NPYLR7 agonist	22	11	3	nt	19	-1

61. CCCc1[nH]n(-c2ccc(Cl)c(Cl)c2)c(=O)c1C1=C([n+]2cccc(C)c2)C(=O)N(CCOC)C1=O
62. O=C(CCCCCCC(=O)N/N=C\C1CC2CCC1C2)N/N=C\C1CC2CCC1C2 (centres undefined)
63. CCCNC(=O)Cn1c(-n2nc(C)cc2C)nc2c(c1=O)CCCC2
64. COc1ccc(CN(Cc2ccc(F)cc2)C(=O)c2ccccc2Cl)cc1OS(=O)(=O)c1ccc(NC(C)=O)cc1
65. Cc1ccc(C)c(-n2cc(CN(C)Cc3cnn(C)c3)c(-c3ccccc3)n2)c1
66. Cc1cc(NC(=O)CN2CCOC(C)(C)C2)n(-c2ccccc2)n1
Screen / compound no.	61	62	63	64	65	66
mcGAS inh	-8	nt	-3	-4	-8	-7
hcGAS lum	-8	4	3	-3	-2&-8	-8
NPYLR7 agonist	6	8	nt	16	5&1	0

67. CCOC(=O)c1nc2cc(Cl)c(Cl)cc2nc1N1CCN(C(=O)C(C)Cl)CC1 (centres undefined)
68. CCOC(=O)C(C)Oc1ccc2c(=O)c(Oc3ccc(OCC)cc3)coc2c1 (centres undefined)
69. O=C(Nc1cccc(F)c1)c1nn(-c2ccccc2)c(=O)n(Cc2ccccc2Cl)c1=O
70. CCOC(=O)CC(=O)CSC1=NS(=O)(=O)c2cc(Cl)ccc2N1
71. Cc1cccc(NC(=O)CC(NCCCN(C)C)C(=O)O)c1 (centres undefined)
72. COc1ccc(-c2nc(Cn3ccn4nc(-c5ccc(C)cc5)cc4c3=O)c(C)o2)cc1
Screen / compound no.	67	68	69	70	71	72
mcGAS inh	-6	nt	-6	nt	nt	-8
hcGAS lum	-6	-9	-8	-4	-12	-4
NPYLR7 agonist	4	-6	13	9	23	-2

73. Fc1c(F)c(F)c(-n2c(-c3cc(-c4ccccc4)nc4ccccc34)n[nH]c2=S)c(F)c1F
74. COc1ccc(CN(C)C(=O)c2ccc(=O)[nH]c2)cc1
75. O=C1c2ccc3c4c(c(Nc5ccccc5)cc(c24)C(=O)N1c1ccccc1)C(=O)N(c1ccccc1)C3=O
76. O=C(Nc1cccc2c1C(=O)c1ccccc1C2=O)c1ccc(S(=O)(=O)N2CCCCC2)cc1
77. COc1ccc(OC)c(NC(=O)N2CCN(CC(OCc3cccc(C)c3)c3ccc(Cl)cc3)CC2)c1 (centres undefined)
78. COc1ccc(Cl)cc1CS(=O)CCC(=O)Nc1ccccc1 (centres undefined)
Screen / compound no.	73	74	75	76	77	78
mcGAS inh	-4	-6	-3	nt	-6	nt
hcGAS lum	3	-10	-6	-5	-4	1
NPYLR7 agonist	-5	4	-1	-2	-3	1

79. CN(C(=O)C=CC(=O)O)C1CCCCC1
80. CCN(C)c1c(C)nc2c(OCc3ccccc3C(=O)OC)cccn12
81. NC(=O)C1CCN(C(c2ccc(F)cc2)C2Sc3ncnn3C2=O)CC1 (centres undefined)
82. CC(C)n1ncc2cc(NC(=O)N3CCN(C(=O)N4CCCCC4)CC3)cnc21
83. COc1ccccc1C(=O)Oc1coc(CSc2ncccn2)cc1=O
84. Cc1ccc(C2=NC(=Cc3ccc(N4CCOCC4)s3)C(=O)O2)cc1[N+](=O)[O-]
85. Cn1cc(Br)cc1C(=O)NNC(=O)c1cc(Cl)ccn1
86. COc1cc2c(cc1-c1nccn1CC1CCCOC1)OCO2 (centres undefined)
Screen / compound no.	79	80	81	82	83	84	85	86
mcGAS inh	nt	1	-9	nt	1	nt	nt	-12
hcGAS lum	-8	1	-6	1	-1	-36	-4	-9
NPYLR7 agonist	1	-2	10	-7	-17	14	-4	7

No enrichment for hits; 0.29% or so of the library scored in one or more.
